FXIa inh: human FXIa protease inhibitors, primary screen, biochemical, single compound per well; Coagulation factor XI (Homo sapiens), P03951; purified human FXIa, fluorogenic AMC substrate cleavage; inhibition, % at 10 µM; 0.3% of 33,000 active;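 active = inhibition above 40% in the primary screen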;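 also: 0% = enzyme without compound and 100% = blank wells lacking enzyme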
Target sequence (P03951 19-387 limits assumed): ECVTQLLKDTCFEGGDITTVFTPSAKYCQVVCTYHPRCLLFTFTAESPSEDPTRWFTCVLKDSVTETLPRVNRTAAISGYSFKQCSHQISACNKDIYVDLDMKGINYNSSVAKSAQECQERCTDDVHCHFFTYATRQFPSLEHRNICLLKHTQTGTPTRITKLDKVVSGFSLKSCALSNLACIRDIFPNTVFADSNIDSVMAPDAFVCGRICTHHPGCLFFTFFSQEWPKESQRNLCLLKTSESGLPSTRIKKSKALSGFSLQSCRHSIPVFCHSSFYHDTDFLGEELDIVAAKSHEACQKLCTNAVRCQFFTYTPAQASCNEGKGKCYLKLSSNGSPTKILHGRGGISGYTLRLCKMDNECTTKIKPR
Target sequence (P03951 388-625 limits assumed): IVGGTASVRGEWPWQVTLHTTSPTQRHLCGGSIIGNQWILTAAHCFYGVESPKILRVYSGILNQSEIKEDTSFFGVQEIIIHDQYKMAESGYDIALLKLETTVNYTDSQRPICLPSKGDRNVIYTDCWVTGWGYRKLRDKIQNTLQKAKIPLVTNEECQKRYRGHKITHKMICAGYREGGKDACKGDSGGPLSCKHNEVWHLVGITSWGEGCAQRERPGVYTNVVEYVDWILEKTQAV
FXIIa inh: human FXIIa protease inhibitors, primary screen, biochemical, single well; 0.2% of 33,000 active; Coagulation factor XII (Homo sapiens), P00748; purified human FXIIa, AMC substrate fluorescence, 2 h; AID 701, 2007; inhibition, % at 10 µM; in the data active = inhibition above about 30%;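 also: 0% = enzyme with vehicle only and 100% = no enzyme blank; many of its hits are not listed in these tables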
* = called active by the depositor. Only part of the results is shown, so the mix of outcomes need not match the whole.

Screening CCCCC(=O)Nc1ncc(Br)s1 returned FXIa inh 33 and FXIIa inh -11.
`O=C(Nc1ccc2c(c1)OCO2)Nc1cnccn1` gave FXIa inh 2 and FXIIa inh 8.
For Cc1ccccc1C(=O)NC1CCN(CC(=O)Nc2c(C)cccc2C)CC1 the results were FXIa inh -3 and FXIIa inh 3.
For CC(C)(C)c1cc(CN2CCC(O)CC2)cc(C(C)(C)C)c1O the results were FXIa inh 0 and FXIIa inh -3.
`COC(=O)CN(c1ccccc1)S(=O)(=O)c1ccc(F)cc1` gave FXIa inh 2 and FXIIa inh 3.
`Cc1cc(C)n(-c2ccc(C(=O)N3CCc4ccccc43)cc2)n1` gave FXIa inh 4 and FXIIa inh -13.
Screening CCOC(=O)Cc1csc(NC(=O)c2ccco2)n1 returned FXIa inh -4 and FXIIa inh 5.
For Nc1[nH]nc2nc(NCc3ccccc3)c3c(c12)CCN(Cc1ccccc1)C3 the results were FXIa inh 1 and FXIIa inh -17.
`COc1cc(NC(=O)CSc2nnc(C)s2)cc(OC)c1` gave FXIa inh 8 and FXIIa inh 3.
For CCNc1nnc(-c2ccc(C)cc2)o1 the results were FXIa inh -7 and FXIIa inh 2.
N#CC1=C(SCC(=O)NC23CC4CC(CC(C4)C2)C3)NC(=O)C(C#N)C12CCCCC2 (stereo not drawn) was read as FXIa inh -2 and FXIIa inh 5.
CC(C)(C)NC(=O)Cn1ccc(=N)c2ccccc21 was read as FXIa inh 5 and FXIIa inh 3.

Retrieved by structure from the entries so far, four records:
CC(C)(C)NC(=O)Cn1ccc(=N)c2ccccc21 was read as FXIa inh 5 and FXIIa inh 3.
`COC(=O)CN(c1ccccc1)S(=O)(=O)c1ccc(F)cc1` gave FXIa inh 2 and FXIIa inh 3.
For Nc1[nH]nc2nc(NCc3ccccc3)c3c(c12)CCN(Cc1ccccc1)C3 the results were FXIa inh 1 and FXIIa inh -17.
For CC(C)(C)c1cc(CN2CCC(O)CC2)cc(C(C)(C)C)c1O the results were FXIa inh 0 and FXIIa inh -3.

Other structures follow:
For O=C(Cc1cccc2ccccc12)Nc1ccc2oc(-c3ccccc3)nc2c1 the results were FXIa inh -4 and FXIIa inh 11.
For C/C=C/c1ccc(OCCCNC2CCCC2)c(OC)c1 the results were FXIa inh -2 and FXIIa inh -3.
`CCn1c(CNc2ccc(F)cc2)nnc1SCC(=O)Nc1ccc(OC)cc1OC` gave FXIa inh -7 and FXIIa inh 4.
Cc1ccc(CSCCNC(=O)CN2C(=O)c3ccccc3S2(=O)=O)cc1 was read as FXIa inh 2 and FXIIa inh 8.
O=C(CN(CC1CCCO1)S(=O)(=O)c1ccc(S(=O)(=O)NCC2CCCO2)cc1)Nc1ccccc1 (stereo not drawn) was read as FXIa inh 4 and FXIIa inh 8.
CCc1nc(N)c(C#N)c(-c2ccc(F)cc2)c1C was read as FXIa inh 13 and FXIIa inh -12.
`O=c1c(-c2ccco2)[n+]([O-])c2ccccc2n1OCc1ccccc1F` gave FXIa inh 1 and FXIIa inh 8.
For Cc1cc(C)nc(NS(=O)(=O)c2ccc(NC(=S)NC(=O)CC(C)C)cc2)n1 the results were FXIa inh 3 and FXIIa inh 9.
COc1cc(NC(=O)c2ccco2)c(C(=O)O)cc1OC was read as FXIa inh -16 and FXIIa inh -2.
For COc1ccc(NC(=O)CSc2nc(C)cc(C)n2)cc1 the results were FXIa inh 6 and FXIIa inh 8.
`O=C(c1ccco1)N1CCN(c2ncnc3scc(-c4ccc(F)cc4)c23)CC1` gave FXIa inh -1 and FXIIa inh 1.
O=C(O)CCC(NS(=O)(=O)c1ccc(-c2ccccc2)cc1)C(=O)O (stereo not drawn) was read as FXIa inh 2 and FXIIa inh 4.
`Cc1cccc(C)c1OCc1n[nH]c(=S)o1` gave FXIa inh 4 and FXIIa inh 6.
CCOC(=O)N1CCN(CC(=O)Nc2ccc(OC)cc2)CC1 was read as FXIa inh 0 and FXIIa inh 3.
Screening Cc1ccc(S(=O)(=O)N2CCCC2C(=O)Nc2nc3c(s2)CCCC3)cc1 (stereo not drawn) returned FXIa inh -2 and FXIIa inh 6.
Screening CC(C)CCN1CN(S(=O)(=O)c2cccs2)c2nc3ccccc3nc21 returned FXIa inh -8 and FXIIa inh 6.
`Cc1nc2ccccc2nc1N1CCC(C)CC1` gave FXIa inh 7 and FXIIa inh 7.
`CN(CCC(=O)Nc1ccc(Br)cc1)Cc1ccccc1` gave FXIa inh -11 and FXIIa inh 6.
For COc1ccccc1/C=N/n1c(N)c(S(=O)(=O)c2cccs2)c2nc3ccccc3nc21 the results were FXIa inh -4 and FXIIa inh -4.
Screening c1ccc(-c2nnc(-c3ccccn3)nc2NC2CCCCC2)cc1 returned FXIa inh -4 and FXIIa inh -3.
For COc1ccc(NC(=O)CN(C)S(=O)(=O)c2ccccc2)cc1 the results were FXIa inh -6 and FXIIa inh 2.
`O=C1c2ccccc2C(=O)C1Cc1cccc2ccccc12` gave FXIa inh 1 and FXIIa inh 8.
CC(C)Cn1c(-c2ccco2)csc1=Nc1cccnc1 was read as FXIa inh 6 and FXIIa inh 3.
O=C(Cc1ccc(F)cc1)NCCc1ccccc1 was read as FXIa inh 26 and FXIIa inh -18.

Of the compounds above, 7 have two or more sulfur atoms:
`COc1cc(NC(=O)CSc2nnc(C)s2)cc(OC)c1` gave FXIa inh 8 and FXIIa inh 3.
Cc1ccc(CSCCNC(=O)CN2C(=O)c3ccccc3S2(=O)=O)cc1 was read as FXIa inh 2 and FXIIa inh 8.
O=C(CN(CC1CCCO1)S(=O)(=O)c1ccc(S(=O)(=O)NCC2CCCO2)cc1)Nc1ccccc1 (stereo not drawn) was read as FXIa inh 4 and FXIIa inh 8.
For Cc1cc(C)nc(NS(=O)(=O)c2ccc(NC(=S)NC(=O)CC(C)C)cc2)n1 the results were FXIa inh 3 and FXIIa inh 9.
Screening Cc1ccc(S(=O)(=O)N2CCCC2C(=O)Nc2nc3c(s2)CCCC3)cc1 (stereo not drawn) returned FXIa inh -2 and FXIIa inh 6.
Screening CC(C)CCN1CN(S(=O)(=O)c2cccs2)c2nc3ccccc3nc21 returned FXIa inh -8 and FXIIa inh 6.
For COc1ccccc1/C=N/n1c(N)c(S(=O)(=O)c2cccs2)c2nc3ccccc3nc21 the results were FXIa inh -4 and FXIIa inh -4.

New compounds follow.
For CC(C)Nc1nc(SCC(N)=O)nc(N2CCOCC2)n1 the results were FXIa inh -5 and FXIIa inh 13.
Screening O=C(CN1CCN(c2ccccc2)CC1)c1ccc2cc[nH]c2c1 returned FXIa inh 5 and FXIIa inh -1.
CC(=O)NC1(C(F)(F)F)NC(=O)N(CC(C)C)C1=O (stereo not drawn) was read as FXIa inh 4 and FXIIa inh 6.
Screening O=C(O)c1cc(-c2ccccc2)n[nH]1 returned FXIa inh 1 and FXIIa inh 8.
For O=C(C1CCN(CCCc2ccccc2)CC1)N1CCCCC1 the results were FXIa inh -6 and FXIIa inh -4.
`COC(=O)c1ccn(-c2nc(-c3ccco3)cc(C(F)(F)F)n2)n1` gave FXIa inh 2 and FXIIa inh 6.
Screening Cc1c(S(=O)(=O)N2CCOCC2)c(=O)n(C)c(=O)n1C returned FXIa inh -13 and FXIIa inh -9.
`COc1cccc(CNCCN2CCOCC2)c1OC` gave FXIa inh 2 and FXIIa inh 5.
`CCOC(=O)C1=NNC(C(=O)c2ccc(C)cc2)C1c1ccc(OC)cc1` (stereo not drawn) gave FXIa inh 6 and FXIIa inh 9.
For O=C(NCc1ccc2c(c1)OCO2)c1cccc(N2CCCC2=O)c1 the results were FXIa inh -14 and FXIIa inh -13.
`CC(C)(C)n1nnnc1C(c1ccncc1)N1CCN(c2ccc(O)cc2)CC1` (stereo not drawn) gave FXIa inh -3 and FXIIa inh 8.
CCOC(=O)c1c(C)[nH]c(C)c1C(=O)CSc1nnc(-c2cc(OC)c(OC)c(OC)c2)o1 was read as FXIa inh 2 and FXIIa inh 7.
`CN(C)/C=N/c1sc2c(c1C#N)CC(C)(C)NC2(C)C` gave FXIa inh -3 and FXIIa inh 0.
`CC(C)(C)c1ccc(O)c(N)c1` gave FXIa inh 3 and FXIIa inh 0.
Screening O=C1CCCN1CCC1CCN(C2CC(=O)N(c3ccc(Cl)cc3)C2=O)CC1 (stereo not drawn) returned FXIa inh -1 and FXIIa inh -3.
`Cc1c(NC(=O)c2n[nH]c(=O)c3ccccc23)c(=O)n(-c2ccccc2)n1C` gave FXIa inh 11 and FXIIa inh 7.
Screening O=C(c1ccc2ccccc2n1)N1CCN(c2ccccc2O)CC1 returned FXIa inh 6 and FXIIa inh 2.
Screening Cc1ccc(CNC(=O)C2CCC(=O)N2CCc2ccccc2)cc1 (stereo not drawn) returned FXIa inh 7 and FXIIa inh 9.
For CCOC(=O)NC(Nc1nc2ccccc2s1)(C(=O)OCC)C(F)(F)F (stereo not drawn) the results were FXIa inh -3 and FXIIa inh 3.
Cc1cccc(C)c1NC(=O)C(NC=O)c1ccc(N(C)C)cc1 (stereo not drawn) was read as FXIa inh -3 and FXIIa inh 5.
Screening CC(=O)c1c(N2CCC(C(N)=O)CC2)nc(=S)n(-c2ccccc2)c1C returned FXIa inh 10 and FXIIa inh 5.
CCOC(=O)c1nn(-c2ccccc2)c(=O)c2c(N)scc12 was read as FXIa inh 2 and FXIIa inh 6.
`Cc1cc(C(F)F)n2nc(C(=O)Nc3ccc(S(=O)(=O)N4CCCC4)cc3)nc2n1` gave FXIa inh -2 and FXIIa inh 3.
`C/C(=N\NS(C)(=O)=O)c1ccccc1` gave FXIa inh 31 and FXIIa inh -13.
`Cc1c(NC(=O)c2cnn3c2NC(c2ccco2)CC3C(F)(F)F)c(=O)n(-c2ccccc2)n1C` (stereo not drawn) gave FXIa inh -2 and FXIIa inh 3.
For CC1(C)CC(=O)C2=C(C1)Nc1ccccc1NC2c1cccnc1 (stereo not drawn) the results were FXIa inh 5 and FXIIa inh -17.
CCNC(=O)CSc1nnc(-c2cccc(S(=O)(=O)N(CC)CC)c2)n1CCc1ccccc1 was read as FXIa inh -4 and FXIIa inh 7.
Screening Cc1ccc(S(=O)(=O)N(C)CC(=O)O/N=C(\N)c2cccc([N+](=O)[O-])c2)cc1 returned FXIa inh -7 and FXIIa inh 1.
C=CCn1c(=NC(=O)CN2C(=O)CCC2=O)sc2cccc(OC)c21 was read as FXIa inh 2 and FXIIa inh 5.
CCSc1nnc(NC(=O)NC(CC)(C(F)(F)F)C(F)(F)F)s1 was read as FXIa inh -8 and FXIIa inh 3.
Screening N/C(Cc1cccs1)=N\OC(=O)COc1ccc(Br)cc1 returned FXIa inh -6 and FXIIa inh -1.
Screening CCc1cccc(NC(=O)c2snc3c(=O)[nH]cnc23)c1 returned FXIa inh 0 and FXIIa inh 5.
Screening Cc1cccc(-n2c(O)c(C=Nc3ccc4c(c3)OCO4)c3ccccc3c2=O)n1 returned FXIa inh -2 and FXIIa inh 1.
For COc1cccc(NC(=O)CNC(=O)c2ccccc2)c1 the results were FXIa inh -4 and FXIIa inh 5.
For CCOc1ccc(-n2c(N)c(-c3nc4ccccc4[nH]3)sc2=S)cc1 the results were FXIa inh 0 and FXIIa inh -4.
COC(=O)c1ccc(/C=C(\C#N)c2nc3ccccc3s2)cc1 was read as FXIa inh -3 and FXIIa inh 2.
Screening COc1cccc(-c2ccc(=O)n(CC(=O)Nc3ccc(C(=O)N4CCCC4)cc3)n2)c1 returned FXIa inh -5 and FXIIa inh -5.
For CC(=O)c1cccc(NC(=O)c2ccc(N(C)S(C)(=O)=O)cc2)c1 the results were FXIa inh 0 and FXIIa inh -8.
`Cc1ccc(CSc2nnc(-c3cccs3)n2C)cc1` gave FXIa inh -7 and FXIIa inh -2.
Screening COc1cccc(NC(=O)Cc2nnc(SCCOc3ccccc3)n2C)c1 returned FXIa inh 6 and FXIIa inh -12.
For CON(c1nc(Cl)nc(N(C)C)n1)S(=O)(=O)c1ccccc1Cl the results were FXIa inh -5 and FXIIa inh 3.
Screening COC(=O)C1=NN(c2ccccc2)C2(S1)SC(C(C)=O)=C(C)N2c1ccccc1 (stereo not drawn) returned FXIa inh 5 and FXIIa inh 9.
`CCC(=O)c1ccc(O)cc1` gave FXIa inh 5 and FXIIa inh 5.
CCOC(=O)CCC(=O)Nc1ccc(S(=O)(=O)N2CCC(C)CC2)cc1 was read as FXIa inh -5 and FXIIa inh 7.
For CCSc1nc(-c2ccc(OC)cc2)cc(-c2ccc(OC)cc2)c1C#N the results were FXIa inh 3 and FXIIa inh 13.
For Cc1ccc(-c2nnn(CC(=O)NCc3ccccc3)n2)c(-n2cnnn2)c1 the results were FXIa inh 1 and FXIIa inh 5.
Screening COc1cc(CNCCSc2nnnn2C)cc(OC)c1OC returned FXIa inh -1 and FXIIa inh 3.
CCCNc1c(N)n(-c2ccccc2)c(=O)[nH]c1=O was read as FXIa inh -7 and FXIIa inh 7.
Cc1ccccc1C(OCCN(C)C)c1ccccc1 (stereo not drawn) was read as FXIa inh 2 and FXIIa inh 7.
For O=C1NCCN1Cc1ccccc1 the results were FXIa inh -2 and FXIIa inh 2.
Cc1cccc(-n2nc3c(c2NC(=O)c2ccc(Br)o2)CSC3)c1 was read as FXIa inh 7 and FXIIa inh 7.
Screening Cn1c(SCC(=O)NCc2ccccc2)nnc1C1CC1 returned FXIa inh -3 and FXIIa inh 23.
CCCCSc1nnc2c(n1)[nH]c1ccccc12 was read as FXIa inh -2 and FXIIa inh 20.
Screening O=C(c1cccc(COCC(F)(F)C(F)F)c1)N1CCN(c2ccccc2)CC1 returned FXIa inh -3 and FXIIa inh 2.
`Cc1ccc(C(=O)O)cc1NC(=O)c1cccs1` gave FXIa inh -4 and FXIIa inh -1.
`CC(C)C(=O)Nc1ccc(C(=O)NC2CCSC2=O)cc1` (stereo not drawn) gave FXIa inh 0 and FXIIa inh 7.
CC(C)(C)n1cnc2cc(NS(=O)(=O)c3ccccc3)ccc21 was read as FXIa inh 2 and FXIIa inh 4.
Cn1cc(CC(=O)N2CCN(c3ccc(Cl)cc3)CC2)c2ccccc21 was read as FXIa inh 6 and FXIIa inh 6.
